# Screening results from PubChem.
# WRN inhibitor: WRN helicase (human) inhibition; Potency, µM (top dose mostly 114 µM), without a hit: at the top dose activity change, negative = inhibition, usual class: inhibitors; Q14191; WRN helicase unwinding, fluorescent forked duplex, kinetic; 0.46% of 360,000 active; further: potency means the concentration at half of the fitted maximal effect; on the % scale 0 is the no-effect control and ±100 the full control effect; nearly all actives have a fitted effect of over 55% in size
#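 Enzyme (20 nM final) and test compound sit together 15 min at room temperature before substrate addition. Substrate is a single-forked duplex oligonucleotide (100 nM) labelled with fluorophore and quencher, with 2 mM ATP; helicase unwinding raises red fluorescence, read kinetically.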
# FUS yeast rescue: suppressors of FUS proteinopathy in yeast | AID 1347120 | Potency, µM (titrated, usually from 76.6 µM), for the others: top-dose growth rescue (activation), usual class: activators | 0.24% of 390,000 active | S. cerevisiae FUS-expressing, growth rescue, OD600, 24 h;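 further: potency means the concentration at half of the fitted maximal effect; plate controls were DMSO vehicle for no effect and reference control for full effect; nearly all actives have a fitted effect of over 55% in size; some results filed as inactive show a strong effect at the top dose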
#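 Cultures pregrown in 2.5% raffinose medium are shifted to minimal medium containing 2% galactose to express toxic FUS. Compounds are tested at several concentrations. After 24hr at 30C, growth is quantified at 600 nm absorbance.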
# IL-2 act: activators of IL-2 | IL-2 activation reporter assay, cell-based qHTS; stimulated with anti-CD3/CD4/CD28 beads; in transgenic mouse T cells | activation, % (series mostly up to about 46 µM) | 0.065% of 360,000 active; in the data active means activation above about 50%; inconclusive means mostly about 30% to 49%; further: 0% is about no effect
#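 Readout: EGFP and DsRed signals by fluorescent plate cytometry. Unstimulated transgenic mouse T cells received compound 60 min before antibody-bead stimulation, then incubated 18 h at 37 degrees C.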
# PLK1 PBD inh: blocks phosphopeptide binding to human PLK1 polo-box domain. P53350. Plk1 PBD binding of FITC phosphopeptide, fluorescence polarization. Potency, µM, for inactives: max response, negative = inhibition, actives largely listed as inhibitors. 2.8% of 360,000 active. AID 720504; further: potency means the concentration at half of the fitted maximal effect; series mostly up to about 57 µM; on the % scale 0 is the no-effect control and ±100 the full control effect; nearly all actives have a fitted effect of over 65% in size
# Target sequence (P53350 whole entry, looked up, the tested form may be a part): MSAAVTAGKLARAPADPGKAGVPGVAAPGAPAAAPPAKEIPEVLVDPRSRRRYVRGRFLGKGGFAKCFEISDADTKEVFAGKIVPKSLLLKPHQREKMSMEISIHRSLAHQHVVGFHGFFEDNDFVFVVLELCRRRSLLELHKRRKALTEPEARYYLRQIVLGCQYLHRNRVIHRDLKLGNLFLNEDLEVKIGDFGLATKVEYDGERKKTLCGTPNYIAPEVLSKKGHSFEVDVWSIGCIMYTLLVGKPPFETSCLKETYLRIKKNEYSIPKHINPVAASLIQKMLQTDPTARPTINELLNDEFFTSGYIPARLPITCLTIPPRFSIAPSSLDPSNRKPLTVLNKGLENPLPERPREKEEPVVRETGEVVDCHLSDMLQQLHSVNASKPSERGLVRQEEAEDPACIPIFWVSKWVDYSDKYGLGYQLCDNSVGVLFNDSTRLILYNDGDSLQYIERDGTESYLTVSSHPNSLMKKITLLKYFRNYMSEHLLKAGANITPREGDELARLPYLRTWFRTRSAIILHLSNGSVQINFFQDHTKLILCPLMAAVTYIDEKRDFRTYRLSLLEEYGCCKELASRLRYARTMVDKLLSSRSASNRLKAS
# EPAC1 agonist: agonists of human EPAC1. Potency, µM (doses to about 154 µM), without a hit: at the top dose activation, usual class: activators. O95398. 0.073% of 360,000 active. EPAC1 agonist qHTS, biochemical assay; response scale: 100% = response to 6.5 mM cAMP; further: potency means the concentration at half of the fitted maximal effect; nearly all actives have a fitted effect of over 60% in size
#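 Nucleotide exchange by EPAC1 (100 nM) on Rap1B–BODIPY-GDP (250 nM) in the presence of 50 uM GDP is tracked fluorescently at 480/540 nm over 30 min. Signals are normalized to a 6.5 mM cAMP control.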
# PI5P4Ka inh: inhibitors of human PI5P4K alpha | P48426 | PI5P4Kalpha enzyme, ADP-Glo luminescence, 60 min; stronger effect = lower value | AID 652105 | 1.2% of 330,000 active | max response, %; active means max response of -50% or lower; inconclusive means between -30% and -50%; inactive means -30% or higher; further: value at the top dose of about 77 µM; on the % scale 0 is the no-effect control and ±100 the full control effect
# Target sequence (P48426 whole entry, looked up): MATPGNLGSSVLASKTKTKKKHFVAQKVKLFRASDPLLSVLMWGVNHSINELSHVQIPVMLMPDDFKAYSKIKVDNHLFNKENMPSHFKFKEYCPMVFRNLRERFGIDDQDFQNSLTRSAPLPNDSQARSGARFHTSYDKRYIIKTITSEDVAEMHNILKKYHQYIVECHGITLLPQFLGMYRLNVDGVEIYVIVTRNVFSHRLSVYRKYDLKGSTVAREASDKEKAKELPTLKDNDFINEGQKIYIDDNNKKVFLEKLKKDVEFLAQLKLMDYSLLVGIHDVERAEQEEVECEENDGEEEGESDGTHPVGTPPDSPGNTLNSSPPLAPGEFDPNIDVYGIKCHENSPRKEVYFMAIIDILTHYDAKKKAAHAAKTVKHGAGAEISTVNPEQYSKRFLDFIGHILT
#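 Enzyme plus substrate dispensed, test compounds pinned in, then ATP (5 microM final) added. After 60 min at RT, ADP-Glo reagent 1 for 45 min and reagent 2 for 30 min preceded luminescence imaging.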
# EPAC1 antagonist: blocks human EPAC1 exchange factor; EPAC1 GEF assay, Rap1b-BODIPY-GDP exchange fluorescence; AID 720709; 0.14% of 360,000 active; Potency, µM (highest dose often 115 µM), without a hit: top-dose activity change, negative = inhibition, actives largely listed as inhibitors;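 further: potency means the concentration at half of the fitted maximal effect; plate controls were vehicle for no effect and positive control for full effect; nearly all actives have a fitted effect of over 50% in size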
# aSyn yeast inh: rescues yeast growth from alpha-synuclein toxicity; Yeast expressing alpha-synuclein, growth rescue, BacTiter-Glo, 24 h; Potency, µM (highest dose often 46.1 µM), inactives show top-dose growth rescue (activation), hits mostly activators; 0.14% of 370,000 active; further: potency means the concentration at half of the fitted maximal effect; % of control where 0% means no effect; nearly all actives have a fitted effect of over 65% in size
#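 Rescue of yeast growth: cells expressing toxic alpha-synuclein, induced in galactose at OD600 0.02, incubated with compound 24 h at 30 C. ATP luminescence quantified growth; inhibitors of toxicity appear as activators.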
# Abeta rescue: A-beta toxicity reversal in yeast | yeast expressing A-beta42, growth rescue, OD600, 48 h; response scale: 0% DMSO, 100% iron-clioquinol control | AID 1347071 | Potency, µM (series often up to 46.1 µM), without a hit: top-dose growth rescue, hits mostly activators | 0.063% of 410,000 active; further: potency means the concentration at half of the fitted maximal effect; nearly all actives have a fitted effect of over 55% in size
#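 Yeast A-beta toxicity model in growth medium with pinned compounds, 48 h at 30 C; growth read as absorbance at 600 nm. Normalized to FeCl3/clioquinol equimolar mix (positive) and DMSO (negative).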
# * = called active by the depositor; ? = inconclusive; . = no result given; [ ] = remark or other dose. Unless noted, the call rests on the fitted dose curve; in most records, active means well fitted curve in the direction sought with a large enough effect; inconclusive means small, poorly fitted or top-dose-only effect, or another doubt; inactive means no such curve, though single readings can be large; an effect the other way counts as inactive or inconclusive. This is a random part of the collection, and some 4.1% of all compounds hit somewhere here.
no.	SMILES	WRN inhibitor	FUS yeast rescue	IL-2 act	PLK1 PBD inh	EPAC1 agonist	PI5P4Ka inh	EPAC1 antagonist	aSyn yeast inh	Abeta rescue
1	Cc1cc(=O)oc2cc(NC(=O)COc3ccccc3[N+](=O)[O-])ccc12	-35%[11.6 µM]	-7%	0.4	-17%	4%	-12	-7%	-7%	2%
2	COc1ccc(N/C(N)=N/c2nc(CSc3ccc(C)cc3)cc(=O)[nH]2)cc1	-4%	-15%	-1.9	-18%	5%	-3	12%	-1%	3%
3	CC1CCCC(C)N1C(=O)COC(=O)c1ccc(O)cc1 (stereo not drawn)	-10%	28%	-1.8	-5%	-4%	0	11%	-3%	-4%
4	COc1ccc(NS(=O)(=O)c2cc(NC(=O)c3ccccc3F)ccc2N2CCCC2)cc1	-9%	?	-4.3	-8%	7%	-6	-12%	12%	-3%
5	Cc1ccc(-c2csc(=Nc3cccnc3)n2CCCN2CCCC2=O)cc1C	-8%	-10%	-2.5	-25%	8%	-5	3%	1%	2%
6	COc1cc(-c2cc(NC(C)=O)c3ncc(-c4ccc(F)cc4)n3c2)cc(OC)c1OC	-9%	11%	-0.5	?	5%	-2	3%	0%	9%
7	Cn1c(CN2CCOCC2)nc2cc(NC(=O)COc3ccccc3)ccc21	11%	27%	0.4	21µM*	-2%	8	5%	-7%	-23%
8	CC(C)c1ccc(NC(=O)C2Cc3c(-c4ccc(Cl)cc4)ccnc3O2)cc1 (stereo not drawn)	-1%	?	-0.3	-10%	0%	4	-13%	1%	-3%
9	COc1ccc(NC(=O)CSc2nc(C)cc(C(F)(F)F)n2)cc1	7%	-2%	0.0	-1%	9%	-9	2%	7%	17%
10	O=C(CCN1CCN(CCO)CC1)Nc1ccc(OCc2ccccc2)cc1	14%	27%	-2.8	-7%	2%	.	-2%	0%	-2%
11	CC(C)S(=O)(=O)c1cnc(-c2ccccn2)nc1N	0%	7%	0.4	-7%	5%	3	-7%	0%	-12%
12	O=C(CN1CCOCC1)Nc1ccc(Oc2ccccc2)cc1	6%	27%	-0.7	-6%	-1%	.	8%	7%	16%
13	Cc1cccc(NC(=O)c2ccccc2[N+](=O)[O-])n1	5%[57.1 µM]	-3%	1.9	-5%	-1%	-3	4%	-11%	7%
14	O=S(=O)(c1ccc(OCC(O)CN2CCN(c3ccccc3O)CC2)cc1)N1CCOCC1 (stereo not drawn)	-7%	1%	-1.8	-11%	6%	.	11%	-9%	-9%
15	O=C(CSc1ccccc1F)NC(=O)NCc1ccco1	4%[11.6 µM]	?	-2.2	?	17%	?	4%	-5%	-13%
16	CCCN1CNC(=S)N(c2ccc(C)cc2C)C1	-4%	22%	4.7	-3%	2%	17	14%	6%	24%
17	COC(=O)c1cn(CCC#N)nc1-c1ccc2ccccc2c1	-31%	-11%	-1.1	-12%	0%	8	-8%	14%	?
18	O=C(c1ccc(F)cc1)n1ccc(-c2cnc(-c3ccccc3)s2)n1	4%	-14%	-0.1	0%	13%	0	-2%	-4%	-8%
19	COc1ccc(CN2CCCCC2c2cccnc2)c(OC)c1C (stereo not drawn)	-5%	1%	-2.1	-4%	3%	.	-8%	9%	-3%
20	Cc1ccc(C)c(NC(=O)CN(C)C(=O)CN2C(=O)NC3(CCc4ccccc43)C2=O)c1 (stereo not drawn)	2%	8%	2.6	-2%	15%	-4	10%	-2%	-1%
21	O=C(COC(=O)C1=NN(c2ccccc2)C(=O)CC1)NCc1ccccc1Cl	-34%	14%	0.1	-5%	-9%	1	-22%	-3%	12%
22	CCCOc1ccc(/C=N/Nc2cc(N3CCOCC3)ncn2)c(O)c1	-7%	-4%	0.2	-5%	3%	-19	-6%	5%	-28%
23	Cc1ccc(N(Cc2ccccc2F)S(C)(=O)=O)c(C)c1	-1%	1%	0.0	-1%	6%	-1	-12%	5%	17%
24	COCc1cc(C)nc(SCC(=O)Nc2ccc3c(c2)OCO3)c1C#N	-6%	-3%	-0.7	-25%	0%	-9	-9%	0%	5%
25	C=C(C)C1CC=C(C)/C(=N/NC(=O)CNc2ccc(C)cc2C)C1 (stereo not drawn)	-21%[57.1 µM]	1%	2.9	2%	4%	2	2%	7%	12%
26	COCc1cc(C)nc(N2CCc3ccccc32)c1C#N	0%	17%	-1.2	-2%	1%	-1	14%	3%	0%
27	CC(=O)N/N=C(\C)c1cccc(NC(=O)c2cccs2)c1	6%	4%	0.5	-8%	7%	-7	-12%	-3%	5%
28	O=C(Cc1ncc(C(F)(F)F)cc1Cl)NCc1ccco1	-2%	-4%	-0.9	-12%	1%	6	8%	-1%	0%
29	O=C(Nc1nnc(COc2ccc(Br)cc2)s1)c1ccco1	-20%	15%	-0.1	-7%	1%	-16	?	-2%	-7%
30	CCOC(=O)CNc1nc(Cl)nc(Nc2ccccc2)n1	-2%	2%	-2.7	21µM*	7%	-27	-12%	3%	5%
31	O=C(Nc1ccncc1)Nc1cccc(Cl)c1	5%	28%	-2.3	-3%	-8%	14	-3%	-6%	8%
32	COc1cccc(S(=O)(=O)Nc2ccc3sc(C)nc3c2)c1	-22%	3%	-3.0	-28%	3%	6	-17%	1%	-16%
33	CN1CCN(C(=O)CN(C)S(=O)(=O)c2ccc3ccccc3c2)CC1	1%[57.1 µM]	-8%	0.1	-9%	9%	-1	-9%	-1%	-1%
34	CCCCCCC(C)n1[nH]c(=O)c2c(C)cc(C)nc21 (stereo not drawn)	-7%	-9%	-2.8	-3%	-10%	21	-22%	4%	?
35	N#Cc1c(-c2ccc([N+](=O)[O-])cc2)nc2n(c1=O)CCS2	5%	-4%	-1.3	-13%	-7%	-3	-10%	-3%	-17%
36	COc1ccc2nc(C)cc(NCc3ccc(F)cc3)c2c1	17%	22%	65*	65%[activator]	-19%	-7	-23%	10%	6%
37	O=C(NNc1cccc([N+](=O)[O-])c1)/C(=C\c1cccnc1)NC(=O)c1ccccc1	-1%	4%	-0.1	-1%	3%	-15	-6%	1%	-3%
38	C[C@@H]1CCCCO[C@H](CN(C)C(=O)c2ccncc2)[C@H](C)CN([C@@H](C)CO)C(=O)c2cc(NC(=O)c3ccccc3)ccc2O1	0%	18%	-2.4	-19%	-7%	-2	14%	3%	3%
39	Cc1cccc(CSCCNC(=O)CCSc2ccccc2)c1	-4%	27%	-2.3	-12%	13%	2	?	9%	-22%
40	COc1cc2cc(C(c3nnnn3C(C)(C)C)N3CCC(C)CC3)c(=O)[nH]c2cc1OC (stereo not drawn)	4%	-3%	-1.7	0%	2%	-3	-3%	.	7%
41	Cn1cccc1/C=C1\SC(=S)N(Nc2ccccc2)C1=O	0%	10%	-0.3	9%	8%	0	-9%	-1%	-1%
42	CCN1CCN(C(=O)c2cc3c(-c4ccc(Cl)cc4)nn(C)c3s2)CC1	7%	-16%	1.7	-9%	-11%	2	-1%	1%	3%
43	C=CCSc1n[nH]c2nc3c(c(=O)n12)C1(CCCC1)Cc1ccccc1-3	-13%	.	-0.8	?	-3%	-6	12%	-9%	0%
44	Cc1ccc2nc(N3C(=O)C(O)=C(C(=O)c4ccco4)C3c3ccc(C)o3)sc2c1 (stereo not drawn)	?	?	0.0	13µM*	-10%	-52*	?	-1%	-17%
45	COc1ccc2c(CC(=O)N[C@@H](Cc3ccccc3)C(=O)O)cc(=O)oc2c1C	2%[57.1 µM]	26%	-2.5	-3%	-5%	0	16%	-4%	3%
46	COc1cc2c(C#CCCO)c(-c3ccc(C#N)cc3)oc(=O)c2cc1OC	-13%[11.6 µM]	7%	0.0	-4%	-14%	0	-1%	-1%	-27%
47	Cc1cc(C)c(C(=O)CC2(O)C(=O)Nc3ccccc32)cc1C (stereo not drawn)	-2%	9%	0.9	-4%	-8%	8	-6%	1%	26%
48	Cc1ccc(S(=O)(=O)Nc2nc(C)cc(-n3nc(C)cc3C)n2)cc1	-12%	31%	-1.1	-9%	-5%	.	12%	0%	-14%
49	CC1CCc2c(sc(NC(=O)C3=COCCO3)c2C(N)=O)C1 (stereo not drawn)	2%	15%	0.9	-11%	-9%	2	-11%	-1%	-12%
50	COc1cc(-c2nc3oc4ccccc4c(=O)c3c(=O)n2Cc2ccco2)cc(OC)c1OC	1%	-11%	-1.3	-13%	7%	-5	0%	-2%	-26%

# Further structures follow:
no.	SMILES	WRN inhibitor	FUS yeast rescue	IL-2 act	PLK1 PBD inh	EPAC1 agonist	PI5P4Ka inh	EPAC1 antagonist	aSyn yeast inh	Abeta rescue
51	Cc1c(P(=S)(c2ccccc2)c2ccccc2)[n+]2ccccc2n1C/C=C/c1ccccc1	.	32%	-0.8	.	-4%	.	-5%	.	-10%
52	Cc1noc(C)c1C(=O)Nc1ccc(Cl)cc1C(F)(F)F	1%	3%	-1.9	-3%	4%	.	-6%	-1%	-6%
53	O=C(CCSc1ccccc1)Nc1ccccc1C(=O)N1CCCC1	-32%[57.1 µM]	5%	0.6	-8%	0%	5	28%	1%	13%
54	Cc1sc2nc(SCC(=O)N(C)c3ccccc3)n(C)c(=O)c2c1C	-17%	.	-0.4	-14%	-5%	9	-5%	0%	-13%
55	Cc1nc(C)c(C(=O)OCC(=O)Nc2ccccc2)s1	-5%	1%	0.8	-8%	-2%	-1	-1%	-1%	-7%
56	Cc1ccc(NC(=O)CN(C)S(=O)(=O)c2cccs2)c(Br)c1	-9%	-7%	2.7	1%	-1%	-1	5%	3%	-34%[inhibitor]
57	CCN(CC)S(=O)(=O)c1ccc(C)c(NC(=O)COC(=O)C=C(C)C)c1	1%	-6%	0.0	0%	-7%	-13	-8%	-1%	4%
58	CC(C)Cn1c(/C=C/c2ccccc2)nc2ccccc21	-7%	-5%	-2.4	-3%	-11%	-8	-8%	-2%	-9%
59	COC(=O)CSc1nc2ccccc2o1	-1%[57.1 µM]	-26%	-3.7	-6%	-1%	.	0%	-5%	13%
